Screening data deposited in PubChem by National Center for Advancing Translational Sciences (NCATS).
LMNA splice mod = qHTS Assay for Modulators of Lamin A Splicing. HeLa LMNA splicing GFP/RFP minigene ratio, 48 h. Potency, µM (titrated, usually from 46.1 µM), for inactives: top-dose ratio change, negative = inhibition, hits mostly inhibitors. hit rate 0.01% among 200,000; active means well fitted inhibition curve with a large enough effect in the signal ratio, with a control signal flat, not every such curve was filed as active; inconclusive means small, poorly fitted or top-dose-only effect, or effect the other way, or a change in a side signal; the % refers to the signal ratio; further: potency means the concentration at half of the fitted maximal effect; on the % scale 0 is the no-effect control and ±100 the full control effect
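S3 HeLa cells stably expressing lamin A-EGFP splicing minigene plus DsRed2, 600 cells/well, 48 h compound exposure at 37C. Laser-scanning cytometry; analysed as GFP (500-530 nm)/RFP (575-640 nm) total intensity ratio; 0.5% DMSO vehicle.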
aGlu spleen mod = qHTS Assay for Inhibitors and Activators of Human alpha-Glucosidase From Spleen Homogenate; hit rate 0.006% among 240,000; Potency, µM (top dose mostly 79.9 µM), without a hit: at the top dose activity change, negative = inhibition, hits mostly inhibitors; human spleen homogenate, 4-MU-alpha-glucoside fluorescence; Lysosomal alpha-glucosidase (Homo sapiens), P10253;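 further: potency means the concentration at half of the fitted maximal effect; 0% = enzyme with vehicle and -100% = no enzyme basal signal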
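Human spleen homogenate (1 ug) incubated with compounds and 1 mM 4-methylumbelliferyl-alpha-D-glucopyranoside in pH 5.0 citrate/phosphate buffer, 37 C, 40 min. Stopped at pH 10; 4-MU fluorescence (Ex 365/Em 440 nm); AC50 by Hill fit.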
HTT cytoprotect = qHTS Multiplex Assay to Identify Dual Action Probes in a Cell Model of Huntington: Cytoprotection (ATP) | PC12 HTT-Q103 induced, cytoprotection, ATP luminescence, 40 h | Potency, µM (highest dose often 56.4 µM), without a hit: cytoprotection (ATP increase), hits mostly activators | hit rate 0.14% among 230,000;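 further: potency means the concentration at half of the fitted maximal effect; % of control where 0% means no effect; nearly all actives have a fitted effect of over 45% in size; toxic huntingtin expression switched on by the ecdysone agonist tebufenozide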
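PC12 cells with ecdysone-inducible HTT exon 1 Q103-GFP, induced with 100 nM tebufenozide and co-treated with library compounds in a dose series (1536-well, 1500 cells/well). Cytoprotection read as ATP content by ATPlite luminescence.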
GAA inh = qHTS Assay for Inhibitors of Human alpha-Glucosidase as a Potential Chaperone Treatment of Pompe Disease; Lysosomal alpha-glucosidase (Homo sapiens), P10253; hit rate 0.005% among 200,000; Potency, µM (highest dose often 76.9 µM), for the others: at the highest dose activity change, negative = inhibition, usual class: inhibitors; purified human GAA, 4-MU-alpha-glucoside fluorescence;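 further: potency means the concentration at half of the fitted maximal effect; plate controls were uninhibited enzyme wells for no effect and no-enzyme background for full effect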
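Fluorogenic assay: 4 nM human alpha-glucosidase with 400 uM 4-methylumbelliferyl-alpha-D-pyranoside in 50 mM citrate/phosphate, 0.005% Tween-20, pH 5.0, 20 min at room temperature. Compounds tested up to 77 uM; AC50 from Hill fits.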
HTT aggregate = qHTS Multiplex Assay to Identify Dual Action Probes in a Cell Model of Huntington: Aggregate Formation (GFP). PC12 HttQ103-GFP aggregates, Acumen cytometry, 40 h. Potency, µM (top dose mostly 46.1 µM), for inactives: at the highest dose activity change, negative = inhibition, actives largely listed as inhibitors. hit rate 1.1% among 220,000; further: potency means the concentration at half of the fitted maximal effect; on the % scale 0 is the no-effect control and ±100 the full control effect; nearly all actives have a fitted effect of over 60% in size
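Inducible Q103 Huntingtin exon 1–GFP PC12 line, 1500 cells/well in phenol red free DMEM with 5% equine and 5% calf serum. Tebufenozide 100 nM induced expression; compounds titrated; aggregates quantified by cytometry.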
GAA glycogen = qHTS Assay for Inhibitors and Activators of Human alpha-Glucosidase Cleavage of Glycogen; Lysosomal alpha-glucosidase (Homo sapiens), P10253; recombinant GAA, glycogen substrate, Amplex Red glucose oxidase fluorescence; Potency, µM (doses to about 76.4 µM), inactives show at the top dose activity change, negative = inhibition, usual class: inhibitors; hit rate 0.38% among 300,000; AID 2100, 2009;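 further: potency means the concentration at half of the fitted maximal effect; 0% = full enzyme reaction and -100% = no-enzyme basal signal; the screen sought inhibitors and activators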
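qHTS, 1536-well; enzyme 4 nM final; cpd up to 77 uM; substrate bovine liver glycogen 30 ug; 50 mM citrate/phosphate pH 5.0, 0.01% Tween-20; 37 C, 40 min; Amplex Red detection 45 min RT; Hill fit → AC50.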
CBFb RUNX1 block = qHTS Assay for Compounds Blocking the Interaction Between CBF-beta and RUNX1 for the Treatment of Acute Myeloid Leukemia; AlphaScreen CBFb-His/RUNX1-biotin binding, biochemical; Potency, µM (highest dose often 59.8 µM), for the others: top-dose activity, negative = inhibition, actives largely listed as inhibitors; 230,000 tested, under 10 active; further: % of control where 0% means no effect
Target sequence (Q01196 whole entry, looked up): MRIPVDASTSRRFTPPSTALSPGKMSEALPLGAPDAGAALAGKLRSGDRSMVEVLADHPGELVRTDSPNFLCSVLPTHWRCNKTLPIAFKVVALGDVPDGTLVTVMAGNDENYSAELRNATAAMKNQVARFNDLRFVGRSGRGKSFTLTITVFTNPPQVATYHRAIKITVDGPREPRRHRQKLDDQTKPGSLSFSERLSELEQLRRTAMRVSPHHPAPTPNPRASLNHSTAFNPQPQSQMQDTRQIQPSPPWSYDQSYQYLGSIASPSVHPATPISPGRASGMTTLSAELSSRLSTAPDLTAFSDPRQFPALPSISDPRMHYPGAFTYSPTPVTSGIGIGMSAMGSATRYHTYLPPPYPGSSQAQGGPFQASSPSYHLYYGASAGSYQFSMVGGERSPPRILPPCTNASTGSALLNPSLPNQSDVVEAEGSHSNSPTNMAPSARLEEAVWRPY
Target sequence (Q13951 whole entry, looked up): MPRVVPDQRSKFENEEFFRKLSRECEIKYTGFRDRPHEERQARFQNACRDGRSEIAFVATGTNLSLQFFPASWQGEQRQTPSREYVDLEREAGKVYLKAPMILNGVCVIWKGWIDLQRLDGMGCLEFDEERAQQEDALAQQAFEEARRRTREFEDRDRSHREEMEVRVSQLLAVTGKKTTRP
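Bead-based AlphaScreen assay; binding partners His-tagged CBF-beta and biotinylated RUNX1 at 30 nM each. Compound exposure 15 min after a 20-min protein preincubation; bead step 90 min; all steps at room temperature.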
* = called active by the depositor; u = inconclusive; x = not tested or not shown; & = joins results of further samples; [ ] = remark or other dose. Unless noted, the call rests on the fitted dose curve; in most records, active means well fitted curve in the direction sought with a large enough effect; inconclusive means small, poorly fitted or top-dose-only effect, or another doubt; inactive means no such curve, though single readings can be large; an effect the other way counts as inactive or inconclusive.

SMILES	LMNA splice mod	aGlu spleen mod	HTT cytoprotect	GAA inh	HTT aggregate	GAA glycogen	CBFb RUNX1 block
Clc1ccc(-c2onc3c2CCCC3)cc1	-2%	-8%	5%	1%	4%	-1%	8%
N=c1sccn1CC(=O)Nc1ccccc1Oc1ccccc1	18%	-7%	-11%[10 µM]	-6%	4%	7%	-2%
Cc1[nH]c2ccccc2c1C(=O)CSC(=S)N1CCN(C)CC1	x	3%	2%[10 µM]	x	-1%[9.22 µM]	5%	-3%
COc1ccc(S(=O)(=O)N(C(=O)c2ccco2)c2cc3sc(=O)oc3c3ccccc23)cc1	-1%	-7%	-4%[10 µM]	-1%	19%	u	u
O=C(N/N=C/c1c[nH]c2ccccc12)c1cc(-c2ccccc2)n[nH]1	-11%	-8%	1%[10 µM]	-5%	21%	5%	-1%
Cc1ccc(-c2nnc(SCC(=O)n3c4c(c5ccccc53)CCCC4)o2)cc1	7%	-4%	15%	-2%	3%	-9%	3%
C=CCn1c(COc2ccc(CC)cc2)nnc1SCC(=O)NC1CCS(=O)(=O)C1 (stereo not drawn)	1%	3%	-9%	-4%	13%	1%	0%
O=C(NNC(=S)Nc1ccc(F)cc1)[C@H]1C[C@@H]1c1ccccc1	x	-4%	19%[10 µM]	x	-7%[9.22 µM]	-18%	3%
Cc1nn(CC(O)c2ccccc2)c(C)c1Br (stereo not drawn)	10%	5%	-4%	-6%	-16%[9.22 µM]	2%	2%
CCOC(=O)CSc1nnc(-c2ccccc2NC(=O)c2ccccc2)o1	-2%	-3%	-2%	-2%	-5%	1%	5%
COc1ccc(S(=O)(=O)n2nc(-c3cc(OC)c(OC)c(OC)c3)cc2N)cc1OC	u	-19%	-18%	-4%	27%	-5%	-6%
CCOC(=O)c1c(C)nc2sc3c(=O)n(-c4ccc(C)cc4)cnc3c2c1-c1ccc(OC)cc1	5%	2%	-3%	-6%	-4%	-1%	-3%
Cc1cccc(-n2cc(-c3ccc([N+](=O)[O-])cc3)[nH]c2=S)c1	0%	-6%	4%[10 µM]	5%	12%	3%	1%
CC(=O)Nc1nc(C)c(Oc2ccc(C)cc2)c(=O)[nH]1	x	9%	18%[10 µM]	-5%	-5%[9.22 µM]	10%	-14%
O=C(COC(=O)/C=C/c1cccc([N+](=O)[O-])c1)NCc1ccc2c(c1)OCO2	14%[1.84 µM]	-3%	-8%	u	2%	3%	2%
C/C(=N/NC(=O)c1ccc(C)nc1)c1ccc2c(c1)CCCC2	x	4%	-43%[inhibitor]	7%	-6%	-12%	1%
O=C(N/N=C/c1cccc(C(F)(F)F)c1)C1CCN(c2ncc(C(F)(F)F)cc2Cl)CC1	11%	1%	8%	-13%	-12%	1%	5%
Cc1ccc(S(=O)(=O)NC(CC(=O)O)c2ccccc2)c(C)c1 (stereo not drawn)	-15%	-10%	1%	5%	-10%	6%	-5%
N#CCCn1cc(/C=C2\NC(=S)N(c3ccccc3)C2=O)c(-c2ccc(-c3ccccc3)cc2)n1	15%[46 µM]	2%	11%[10 µM]	4%	u	22%	-15%
O=C(COc1ccc(Br)cc1)N1CCN(c2ccccc2)CC1	-9%	-4%	-9%	-15%	-7%	-3%	-2%
COc1cccc(CN2CCN(S(=O)(=O)c3ccc(Br)cc3)CC2)c1	u	-3%	-17%	-9%	u	0%	9%
CCOc1ccc(C(CCc2ccccc2)NC(=O)c2ccccc2OC)cc1OCC (stereo not drawn)	-11%	-21%	-27%	-4%	-5%	-9%	12%
CCN(CC)S(=O)(=O)c1ccc(Oc2ccc(S(=O)(=O)N(CC)CC)cc2)cc1	u	2%	-19%	-6%	2.8µM*	-2%	19%
O=c1c2c3c(sc2nc2n1CCCC2)CCCCC3	-9%	-13%	12%	-4%	-27%	1%	4%
CC(=O)c1c(C)[nH]c(C(=O)OCC(=O)Nc2cccc(S(=O)(=O)N(C)C)c2)c1C	17%[46 µM]	8%	1%[10 µM]	7%	u	-14%	4%

Profiles as entered above. Values in the order: LMNA splice mod, aGlu spleen mod, HTT cytoprotect, GAA inh, HTT aggregate, GAA glycogen, CBFb RUNX1 block
COc1cccc(CN2CCN(S(=O)(=O)c3ccc(Br)cc3)CC2)c1 is listed with u, -3%, -17%, -9%, u, 0%, 9%
CC(=O)c1c(C)[nH]c(C(=O)OCC(=O)Nc2cccc(S(=O)(=O)N(C)C)c2)c1C is listed with 17%[46 µM], 8%, 1%[10 µM], 7%, u, -14%, 4%
C/C(=N/NC(=O)c1ccc(C)nc1)c1ccc2c(c1)CCCC2 is listed with x, 4%, -43%[inhibitor], 7%, -6%, -12%, 1%
O=C(COc1ccc(Br)cc1)N1CCN(c2ccccc2)CC1 is listed with -9%, -4%, -9%, -15%, -7%, -3%, -2%

The list continues.
SMILES	LMNA splice mod	aGlu spleen mod	HTT cytoprotect	GAA inh	HTT aggregate	GAA glycogen	CBFb RUNX1 block
COC(=O)Cn1cnc2c(C#N)c3n(c2c1=O)CCCCC3	-3%	1%	3%[0.074 µM]	-7%	-4%	2%	4%
O=C(CN1CCCc2ccccc21)NCCc1ccc(Cl)cc1	x	-11%	-12%	u	-7%	3%	-9%
CC(=O)Oc1cc2oc(=O)c3c(c2cc1Cl)CCC3	u	u	-9%[10 µM]	7%	-1%	9%	5%
COc1ccc(S(=O)(=O)N2CCCC(C(=O)O)C2)cc1 (stereo not drawn)	0%	-4%	-11%	-22%	-2%	5%	-1%
CCC(=O)N(CCc1ccc(S(N)(=O)=O)cc1)C1CC(=O)N(c2ccc(OC)cc2)C1=O (stereo not drawn)	x	5%	8%[10 µM]	-3%	20%[9.22 µM]	11%	9%
COc1ccc(C(=O)CSc2nnc(C3CCCCC3)n2N)c(OC)c1	1%	-6%	-3%[10 µM]	-9%	-13%	-2%	-14%
Brc1ccc(-c2csc3[n+]2CCCCC3)cc1	x	2%	-12%	-2%	-5%	-2%	-4%
N#Cc1c(Cl)c(Cl)c2nnc(-c3ccc(Br)cc3)n2c1Cl	11%	-6%	-9%	-4%	4%	-7%	-3%
CCOC(=O)N1CCN(C(=S)Nc2ccc(C)c(C)c2)CC1	u	8%	-20%[1.9 µM]	4%	15%	-15%	2%
COc1ccc(NC(=O)c2cc(Cl)ccc2NC(=O)c2ccco2)c(OC)c1	8%	-4%	-6%	-6%	6%[9.22 µM]	1%	-1%
CNc1nc(Nc2ccc(Br)cc2)nc(N)c1[N+](=O)[O-]	u	-1%	x	2%	28%	6%	-2%
Cc1cc2oc(=O)cc(CN3CCCc4ccccc43)c2cc1C	15%	1%	2%	-3%	0%	17%	8%
Cc1ccc(CCN2CC(C(=O)N3CCN(c4ccc(F)cc4)CC3)CC2=O)cc1 (stereo not drawn)	2%	-12%	-1%	-1%	12%	-3%	0%
CCOC(=O)C1C(c2cccs2)NC(=O)N(C)C1(O)C(F)(F)F (stereo not drawn)	5%	-5%	-3%	-3%	0%	1%	1%
Cc1nn(-c2ccc(C(=O)Nc3nnc(C4CC4)s3)cc2)c(C)c1Cl	-5%	7%	3%[10 µM]	-8%	7%	-12%	-1%
CCCc1oc(C(=O)O)cc1CN1CCCC1	3%	-5%	16%	-3%	27%	6%	3%
Cc1cccc(OCC(=O)NNc2c3ccccc3nc3ccccc23)c1	6%[0.0737 µM]	-1%	-50%[inhibitor]	9%	-28%	-16%	-11%
CCNC(=O)COc1ccc(Br)cc1Cl	-1%	-1%	-26%[10 µM]	-2%	3%	4%	5%
O=C(Nc1cc(C(=O)Nc2ccc(S(=O)(=O)O)cc2S(=O)(=O)O)cc(C(=O)Nc2ccc(S(=O)(=O)O)cc2S(=O)(=O)O)c1)Nc1cc(C(=O)Nc2ccc(S(=O)(=O)O)cc2S(=O)(=O)O)cc(C(=O)Nc2ccc(S(=O)(=O)O)cc2S(=O)(=O)O)c1	u	8%&3%	u	x	x	x	1%
CC(C)(C)C1CCC(C(=O)OCC(=O)N2CCN(C(=O)c3ccco3)CC2)CC1 (stereo not drawn)	0%[46 µM]	4%	18%	1%	-12%	5%	-1%
Cc1cc(C)nc(/N=C(\N)Nc2ccc(S(=O)(=O)Nc3nc(C)cc(C)n3)cc2)n1	x	-5%	-18%	-4%	6%	-10%	0%
O=C(Nc1ccc(Cc2ccncc2)cc1)c1ccc(Br)o1	u	-20%	-10%	-6%	7%	0%	4%
COC(=O)C1CCCN1C(=O)COc1ccc(Br)cc1Cl (stereo not drawn)	5%	-6%	x	-4%	-10%	16%	6%
CS(=O)(=O)Nc1ccc(N2CCN(c3ccc(C(F)(F)F)cn3)CC2)nc1	x	-1%	-4%[10 µM]	x	-7%[9.22 µM]	u	5%
CCOC(=O)N1CCN(C(=O)CSc2nnc(-c3cccc(OC)c3)o2)CC1	u	-3%	-14%	-3%	8%	-5%	-5%
SMILES	LMNA splice mod	aGlu spleen mod	HTT cytoprotect	GAA inh	HTT aggregate	GAA glycogen	CBFb RUNX1 block
COc1ccc(Nc2ncnc3c2cnn3-c2ccccc2)cc1OC	4%	-3%	-6%[10 µM]	0%	-9%	-7%	7%
CC1CCCCC1NC(=O)CSc1nnc(CNC(=O)c2ccccc2)n1C (stereo not drawn)	15%[46 µM]	-1%	-44%[inhibitor]	8%	6%	7%	6%
OCCCNc1nc(-c2ccc(Cl)cc2)nnc1-c1ccccc1	-2%	-3%	-14%[10 µM]	1%	-4%	7%	0%
O=C(CSc1nnc(C2COc3ccccc3O2)o1)NC1CCCCC1 (stereo not drawn)	-10%	-8%	11%[10 µM]	-1%	-10%	-2%	16%
O=C(O)C1CC1c1ccc(Br)cc1 (stereo not drawn)	11%	0%	-14%	-3%	-18%	-7%	4%
C/C(=N\Nc1ccc(Cl)c(Cl)c1)c1ccc(-n2ccnc2)cc1	u	3%	x	8%	-2%	3%	-18%
CN(C)CCOCCOc1ccccc1-c1ccccc1	0%	-7%	-14%	-5%	10%	6%	0%
